Bioassay records (PubChem BioAssay)
HCV inh – HCV inhibition; Huh7.5.1 HCVcc-Cre infection, luciferase reporter, 44 h; Potency, µM (top dose mostly 41.8 µM), without a hit: at the highest dose activity change, negative = inhibition, most hits filed as inhibitors; actives 3.4% (n = 340,000); AID 651820; note: potency is the fitted concentration of half-maximal effect; % is set by controls: 0 for no effect and ±100 for the full control effect
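A cell-based infection assay in which seeded cells (1,000 per well) receive test compound after 4 h, are inoculated with HCVcc-Cre at approximately 0.5 moi, and are incubated 44 h before luminescence detection.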
Pf growth 96h – inhibits malaria parasite growth, 96 h | P. falciparum luciferase reporter growth, 96 h | Potency, µM (top dose mostly 28.7 µM), without a hit: top-dose activity change, negative = inhibition, usual class: inhibitors | actives 6.9% (n = 320,000); note: potency is the fitted concentration of half-maximal effect; % is set by controls: 0 for no effect and ±100 for the full control effect
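Plates of compound plus infected erythrocytes (2% hematocrit, 0.05% parasitemia final) incubate 96 hours, 37 C, 5% CO2. Detection reagent added; reduced luminescence from the parasites' luciferase reporter flags inhibition.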
Giardia FBPA inh – inhibitors of Giardia lamblia fructose-1,6-bisphosphate aldolase. purified Giardia FBPA. Potency, µM (doses to about 59.6 µM), inactives show at the top dose activity, negative = inhibition, most hits filed as inhibitors. actives 0.71% (n = 290,000). A8B2U2; note: potency is the fitted concentration of half-maximal effect; % is set by controls: 0 for no effect and ±100 for the full control effect; nearly all actives have a fitted effect of over 55% in size
Target sequence (A8B2U2 whole entry, looked up): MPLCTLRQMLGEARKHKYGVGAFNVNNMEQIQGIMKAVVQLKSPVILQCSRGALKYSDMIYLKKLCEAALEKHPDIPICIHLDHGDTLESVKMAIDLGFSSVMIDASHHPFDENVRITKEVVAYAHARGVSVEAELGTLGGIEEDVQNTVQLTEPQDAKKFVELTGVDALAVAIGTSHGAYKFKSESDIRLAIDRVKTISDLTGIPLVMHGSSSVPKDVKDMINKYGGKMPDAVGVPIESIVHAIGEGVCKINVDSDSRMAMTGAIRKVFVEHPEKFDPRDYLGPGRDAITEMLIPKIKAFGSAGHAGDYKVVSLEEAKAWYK
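Giardia FBPA (40 nM reagent) was preincubated 10 min at RT with compound (up to 57.5 uM final), then substrate plus GAPDH/TPI/NAD/arsenate coupling system with diaphorase/resazurin was added; resorufin fluorescence (525/598 nm) was read after 20 min.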
CHX counter – counter-screen for Shiga toxin inhibitors: cycloheximide protein synthesis inhibition | cell reporter, cycloheximide protein synthesis inhibition counterscreen | max response, % | actives 12% (n = 300,000) | AID 2314; in the data active = max response mostly above about 13%, no sharp cut-off; inactive = mostly below about 14%; note: read at 38.3 µM for the half of the compounds with a filed dose; 0% is about no effect
Shiga toxin inh – blocks Shiga toxin action in Vero cells | Vero cells, Shiga toxin protein synthesis inhibition reporter | inhibition, % at 38.7 µM | actives 9.2% (n = 290,000); in the data active = inhibition mostly above about 28%, no sharp cut-off; inactive = mostly below about 43%; note: 0% is about no effect
Pf growth 48h – inhibits P. falciparum growth in the first generation, 48 h | P. falciparum luciferase growth in erythrocytes, 48 h | Potency, µM (titrated, usually from 28.7 µM), for inactives: top-dose activity change, negative = inhibition, actives largely listed as inhibitors | actives 5.9% (n = 310,000) | AID 504832; note: potency is the fitted concentration of half-maximal effect; % is set by controls: 0 for no effect and ±100 for the full control effect
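Luciferase-expressing parasites in RBCs, 2% Hct / 0.1% parasitemia final; RPMI 1640 + 0.5% Albumax; 37 C, 5% CO2, one generation; luminescence read-out, lower signal = inhibition.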
Starred values were filed as active, the others as inactive; ? = inconclusive; · = not tested or not shown; [ ] = remark or other dose. Unless noted, calls come from the whole dose curve; as a rule, active = well fitted curve in the direction sought with a large enough effect; inconclusive = small, poorly fitted or top-dose-only effect, or another doubt; inactive = no such curve, though single readings can be large; an effect the other way counts as inactive or inconclusive.

SMILES	HCV inh	Pf growth 96h	Giardia FBPA inh	CHX counter	Shiga toxin inh	Pf growth 48h
O=C(CSc1ccc(-c2cccnc2)nn1)Nc1ccc(F)cc1	·	?	2%	5	15	-3%
Cc1[nH]c2ccccc2c1C(=O)CSc1nc2cc(S(=O)(=O)N3CCCCC3)ccc2o1	7.1µM*	-6%	-3%	-3	1	?
Cc1oc(-c2ccccc2F)nc1CS(=O)(=O)CC(=O)NCCCN1CC(C)CC(C)C1 (stereo unspecified)	-22%	?	·	-2	12	?
COc1ccccc1CNC(=O)C1CCCC1	?	-3%	4%	-7	3	1%
NNC(=O)CSc1cccc2cccnc12	27%	-11%	-17%	-2	-3	-4%
O=C(CCCc1ccccc1)NCCc1ccccc1	-3%	43%[activator]	14%	45*	84*	83%[activator]
C[C@@H]1CC=C[C@H]2[C@H]1C(=O)N(Cc1ccccc1)[C@H]2c1ccc(-c2ccoc2)cc1F	?	?	-2%	-1	-6	?
COc1cc(-c2oc3cc(O)cc(O)c3c(=O)c2O[C@@H]2O[C@H](CO)[C@@H](O)[C@H](O)[C@H]2O)cc(OC)c1O	·	·	-21%	-4	23	·
Cc1ccccc1-c1noc(CCC(=O)NCc2ccco2)n1	-2%	3%	0%	-2	-18	1%
CC(OC(=O)CNS(=O)(=O)/C=C/c1ccccc1)C(=O)Nc1ccc(S(=O)(=O)N2CCCC2)cc1 (stereo unspecified)	7%	6%	1%	-2	-4	7%
CN(c1ccc(OCC(=O)OCC(=O)NCc2ccco2)cc1)S(=O)(=O)c1ccc2ccccc2c1	18%	-15%	-2%	-4	11	11%
O=S1CC/C(=N\O)c2ccccc21 (stereo unspecified)	18%	-24%	1%	-5	1	-15%
COc1ccc(C(=O)N/N=C(/C)c2cccc(NC(=O)c3ccccc3F)c2)cc1	?	?	·	20	25	29%
CCOc1ccc(NC(=O)CC2C(=O)N(c3ccccc3)C(=O)N2Cc2ccco2)cc1 (stereo unspecified)	-27%	-65%	0%	-6	-12	8%
Cc1ccc(C)c(C(=O)NC(C)CCc2ccccc2)c1 (stereo unspecified)	7%	-9%	0%	-3	-17	35%[activator]
N=C1C(c2ccccc2)=C(O)CN1CCO	18%	0%	-6%	1	-6	17%
C[C@H](NC(=O)c1ccco1)C(=O)N1CCCC1	9%	16%	12%	1	-14	8%
CCCn1nc(NS(=O)(=O)c2ccccc2[N+](=O)[O-])c2cc3ccccc3nc21	12%	?	·	-9	-3	5%
CSc1nnc(-c2cccs2)n1-c1ccccc1	?	·	7%	-2	-10	-4%
COc1ccc(NC(=O)COC(=O)c2cccc(S(=O)(=O)N(C)C)c2)cc1	0%	56%[5.75 µM]	2%	-1	17	75%[5.75 µM]
N#CCCN1CCN(C(=S)c2ccc(-c3cc(Cl)ccc3Cl)o2)CC1	-15%	5.2µM*	-1%	1	-2	?
CCN(CC)CCO	?	45%[activator]	·	·	·	34%[activator]
CN(C(=O)COC(=O)c1ccc(F)c(S(=O)(=O)N2CCOCC2)c1)C1CCS(=O)(=O)C1 (stereo unspecified)	3%	26%	·	·	·	34%[activator]
CCOc1ncccc1C(=O)NNC(=O)c1csc(N2CCOCC2)n1	4%	?	·	·	·	?
CN(CCNS(=O)(=O)c1ccc2c(c1)oc(=O)n2C)Cc1ccccc1	-19%	52%[activator]	5%	-2	1	-6%
Cc1cc2cc(CNC(=O)NC3CCCCC3)ccc2[nH]1	-23%	·	-9%	18*	40*	?
Cc1cccc(NC(=S)N=Nc2c(O)n(CN3CCOCC3)c3ccccc23)c1C	-4%	1%	4%	1	-7	4.7µM*
O=C(NNc1nc2c(F)cc(F)cc2s1)c1ccccc1	14%	-2%	3%	11	6	-27%
Cc1ccc(NC(=O)C(=S)NCc2ccco2)cc1	-6%	92%[activator]	2%	38*	38	76%[activator]
O=C(Nc1nc2ccccc2c(=O)s1)c1ccc(F)cc1Cl	-3%	44%[activator]	4%	18	32	16%
COc1cccc(C2C3=C(N=c4s/c(=C\c5ccc(OCC(=O)O)cc5)c(=O)n42)c2ccccc2CC3)c1 (stereo unspecified)	-11%	?	-15%	8	30	?
CCOC(=O)CC(=O)CSc1nccc(-c2cccnc2)n1	4%	-13%	-3%	-1	-7	5%
CCOC(=O)N1CCN(S(=O)(=O)CCNC(=O)c2cccc(OC)c2)CC1	7%[8.37 µM]	?	·	·	·	1%
Cc1cc(C)n2nc(C(=O)N3CCCC(Nc4ccc(F)c(F)c4)C3)cc2n1 (stereo unspecified)	18%	37%[activator]	·	-2	1	1%
COc1ccc(CN2CC(C(=O)NCc3cccc(OC)c3)CC2=O)cc1 (stereo unspecified)	-23%	-1%	10%	-1	-13	45%[activator]
Cc1ccc(-c2nnc(SCC(=O)Nc3sc(C)c(C)c3C#N)n2C)cc1	0%	-22%	2%	-4	-2	22%
NC(=O)N/N=C/c1cccc(OCc2ccc(F)cc2)c1	-8%	26%	0%	19	40	21%
CCCCN1C(=O)C(=Nc2cccc3cnccc23)c2ccccc21	?	?	?	-9	-12	?
N=c1oc2ccc([N+](=O)[O-])cc2cc1C(=O)NCc1ccccc1	4%	-6%	6%	-2	-3	15%
C=CCn1c(SCC(=O)Nc2ccc(C)cc2C)nnc1-c1cccnc1	1%	?	-1%	-3	-9	·
O=C1C2CCCCN2C(=O)N1CCCCN1CCN(c2cccc(Br)c2)CC1 (stereo unspecified)	?	?	-19%	-3	-5	-30%
CCCCC(=O)NC(NC(=O)CCCC)c1ccc(OCC(C)C)c(OC)c1	12%	-3%	4%	3	18	7%
Cc1nc(CNS(=O)(=O)c2ccc3c(c2)CCCC3)cs1	?	0%	-10%	-6	-13	-18%
COc1ccc(-c2nnnn2C)cc1S(=O)(=O)Nc1ccc(C)cc1C	14%	?	-6%	1	-17	-3%
CC(C)(C)NC(=O)NC(=O)COC(=O)C1(C)CC1(Cl)Cl (stereo unspecified)	6%	15%	-2%	2	21	4%
CNC(=O)/C(=C\c1ccco1)NC(=O)c1ccco1	17%	0%	6%	2	-24	9.3µM*
Cn1cc(-c2nnnn2-c2ccccc2)c(=O)c2ccccc21	2%	-3%	6%	1	20	46%[activator]
CC(C)=CCN1CCN(Cc2cc(F)ccc2-n2nc(C)cc2C)CC1CCO (stereo unspecified)	1%	?	0%	-3	-4	11%
COc1ccc(NC(=O)COC(=O)CC2CC3CCC2C3)c([N+](=O)[O-])c1 (stereo unspecified)	14%	-15%	0%	-8	-14	26%
O=C(CSc1nc2ncc(Br)cc2[nH]1)c1ccc([N+](=O)[O-])cc1	-3%	?	-8%	12	-10	?
COc1ccccc1CCNC(=O)CN1C(=O)NC2(CCCC2)C1=O	-12%	0%	·	·	·	5%
CCOC(=O)c1[nH]c(C)c(/C(O)=C2\C(=O)C(=O)N(CCN(C)C)C2c2ccncc2)c1C (stereo unspecified)	?	·	-1%	-1	-16	14%
CC/C(=N\NC(=O)c1ccc(Br)cc1)c1ccccc1	-4%	26%	6%	20	15	-6%
O=C(Oc1ccccc1C(=O)N1CCOCC1)c1ccc(F)cc1	14%	24%	-1%	2	-15	19%
O=c1c2c3c(sc2nc2n1CCCCC2)CCCCC3	6%	-23%	-1%	28*	73*	111%[activator]
Fc1ccccc1CNc1cc(Cl)cc(Cl)c1	5%	-14%	-2%	-2	-12	-9%
O=C1CN(C(=O)COC(=O)CCC(=O)c2ccc3c(c2)OCCO3)c2ccccc2N1	0%	-3%	8%	19*	35	-1%
Cc1ccc(CCNC(=O)C2CCC(=O)N2Cc2ccc(F)cc2)cc1 (stereo unspecified)	18%	8%	2%	-3	-11	0%
COc1ccc(-c2cn(CCN)c(-c3ccncc3)n2)cc1	?	12%	·	·	·	-8%
CCn1c(=O)cc(OCC(=O)NCCc2ccc(OC)c(OC)c2)c2ccccc21	-9%	?	1%	-5	-9	?

Whole records, quoted from the list:
Shown for CCOC(=O)CC(=O)CSc1nccc(-c2cccnc2)n1 = HCV inh = 4%; Pf growth 96h = -13%; Giardia FBPA inh = -3%; CHX counter = -1; Shiga toxin inh = -7; Pf growth 48h = 5%
Shown for CCOC(=O)N1CCN(S(=O)(=O)CCNC(=O)c2cccc(OC)c2)CC1 = HCV inh = 7%[8.37 µM]; Pf growth 96h = ?; Giardia FBPA inh = ·; CHX counter = ·; Shiga toxin inh = ·; Pf growth 48h = 1%
Shown for CN(CCNS(=O)(=O)c1ccc2c(c1)oc(=O)n2C)Cc1ccccc1 = HCV inh = -19%; Pf growth 96h = 52%[activator]; Giardia FBPA inh = 5%; CHX counter = -2; Shiga toxin inh = 1; Pf growth 48h = -6%

The listing continues:
SMILES	HCV inh	Pf growth 96h	Giardia FBPA inh	CHX counter	Shiga toxin inh	Pf growth 48h
C/C(CC(=O)NC(C)(C)C)=N\NC(=O)COc1ccc(C)cc1Br	19%	5%	1%	18	-4	-3%
Cc1cccc(C(=O)N2CCC(=O)N(C(COCc3ccc(Cl)cc3)Cc3ccccc3)CC2)c1 (stereo unspecified)	?	?	-1%	-6	-18	-30%
C=CCOc1c(Br)cc(/C=N/NC(=O)Cc2ccc(C(F)(F)F)cc2[N+](=O)[O-])cc1OC	?	-16%	6%	-1	-7	11%
O=C(Nc1ncc(Cc2ccccc2)s1)C1CCCO1 (stereo unspecified)	5%	397%[activator]	5%	34*	63*	264%[activator]
CC(=O)c1cccc(NC(=O)C2=CN3CCS(=O)(=O)N=C3C=C2)c1	11%	-13%	·	·	·	-12%
O=C(NCc1ccccc1)c1ccc2ccccc2n1	-4%	39%[activator]	2%	-2	17	8%
O=C(NCc1ccccc1)C(c1ccco1)N(C(=O)c1ccccn1)c1ccccc1 (stereo unspecified)	3%	-10%	·	-5	23	-3%
C/C=C(\C)C(=O)NCCN1C2=NC[C@H](C)N2C[C@@H]1Cc1ccc(OC)cc1	10%	63%[activator]	5%	-2	14	46%[activator]
Cc1c(C(=O)OC2CCCC2C)[nH]c2c1C(=O)CCC2 (stereo unspecified)	?	-15%	-1%	48*	64*	-8%
CC1CC2OC2/C=C\C=C/C(=O)Cc2c(Cl)c(O)cc(O)c2C(=O)O1 (stereo unspecified)	·	·	-2%	17	18	·
CCn1c(C(C)NC(=O)c2ccc(C)cc2)n[nH]c1=S (stereo unspecified)	-7%	10%	-21%	-4	-17	-16%
Cc1cc2nc3c(=O)n(CCc4ccccc4)c(=O)[nH]c3nc2cc1N	-27%	-16%	?	-3	14	-23%
Cc1ccc(NC(=O)CN2C(=O)C(=O)N(C3CCCC3)C2=O)cc1Cl	7%	-10%	·	·	·	3%
CN(Cc1ccccc1)C(=O)CC(=O)N(C)Cc1ccccc1	15%	0%	15%	27*	52*	19%
c1ccc(CCCCN2C(Nc3ccccc3)=NC[C@@H]2Cc2ccccc2)cc1	?	?	·	·	·	?

Two compounds picked at random from those above, as already listed:
SMILES	HCV inh	Pf growth 96h	Giardia FBPA inh	CHX counter	Shiga toxin inh	Pf growth 48h
CN(C(=O)COC(=O)c1ccc(F)c(S(=O)(=O)N2CCOCC2)c1)C1CCS(=O)(=O)C1 (stereo unspecified)	3%	26%	·	·	·	34%[activator]
CCOc1ncccc1C(=O)NNC(=O)c1csc(N2CCOCC2)n1	4%	?	·	·	·	?

The list continues:
SMILES	HCV inh	Pf growth 96h	Giardia FBPA inh	CHX counter	Shiga toxin inh	Pf growth 48h
O=C(Cn1c(=O)sc2ccccc21)Nc1ccc2c(c1)OCCO2	-7%	·	-1%	-1	7	0%
O=C(O)CCn1cc(C=C2C(=O)NC(=O)NC2=O)c(-c2ccc(Br)cc2)n1	18%	14%	1%	-2	-9	?
Cc1ccc(Nc2nc(CSc3nnc(-c4cccnc4)n3-c3ccccc3F)cs2)cc1	-13%	-9%	-3%	4	15	18%
CCN(CC)S(=O)(=O)c1ccc(NC(=O)C(C)N(c2ccccc2)S(C)(=O)=O)cc1 (stereo unspecified)	2%	?	-3%	-3	-2	?
O=C1NC(=S)NC(=O)C1=Cc1cccc2cc3ccccc3cc12	10µM*	?	?	13	15	?
